Bioassay records from PubChem.
TbPYK inhibitor = blocks Trypanosoma brucei pyruvate kinase; TbPYK enzyme, Kinase-Glo Plus ATP luminescence, 45 min; 0.12% of 410,000 active; Potency, µM (titrated, usually from 76.8 µM), for inactives: at the top dose activity, negative = inhibition, most hits filed as inhibitors; Q57TT1; further: potency means the concentration at half of the fitted maximal effect; on the % scale 0 is the no-effect control and ±100 the full control effect; nearly all actives have a fitted effect of over 50% in size
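Glycolytic pyruvate kinase of T. brucei was incubated with substrate, test compound and 130 uM ADP for 45 minutes at room temperature. Luminescent Kinase-Glo Plus signal was measured after 10 minutes.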
CHX counter = counter-screen hit for Shiga toxin inhibitors, cycloheximide | cell reporter, cycloheximide protein synthesis inhibition counterscreen | max response, % | 12% of 300,000 active | AID 2314; in the data active means max response mostly above about 13%, no sharp cut-off; inactive means mostly below about 14%; further: read at 38.3 µM for the half of the compounds with a filed dose; 0% is about no effect
Pf growth 48h = P. falciparum growth inhibition at 48 hours (one generation); P. falciparum luciferase growth in erythrocytes, 48 h; Potency, µM (top dose mostly 28.7 µM), for inactives: at the highest dose activity change, negative = inhibition, most hits filed as inhibitors; 5.9% of 310,000 active; further: potency means the concentration at half of the fitted maximal effect; on the % scale 0 is the no-effect control and ±100 the full control effect
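Cell-based growth assay: transgenic P. falciparum expressing firefly luciferase, cultured in red cells within RPMI 1640 containing 0.5% w/v Albumax, 24 mM bicarbonate and gentamycin. A drop in luciferase activity indicates inhibition.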
AmpC no deterg = blocks E. coli AmpC beta-lactamase in detergent-free assay | P00811 | AmpC nitrocefin hydrolysis, absorbance 480 nm, 0.0001% Triton | Potency, µM (titrated, usually from 57.1 µM), for the others: at the top dose activity change, negative = inhibition, actives largely listed as inhibitors | 0.52% of 330,000 active | AID 485341;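 further: potency means the concentration at half of the fitted maximal effect; plate controls were no compound for no effect and no enzyme for full effect; nearly all actives have a fitted effect of over 20% in size; some results filed as inactive show a strong effect at the top dose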
Target sequence (P00811 whole entry, looked up): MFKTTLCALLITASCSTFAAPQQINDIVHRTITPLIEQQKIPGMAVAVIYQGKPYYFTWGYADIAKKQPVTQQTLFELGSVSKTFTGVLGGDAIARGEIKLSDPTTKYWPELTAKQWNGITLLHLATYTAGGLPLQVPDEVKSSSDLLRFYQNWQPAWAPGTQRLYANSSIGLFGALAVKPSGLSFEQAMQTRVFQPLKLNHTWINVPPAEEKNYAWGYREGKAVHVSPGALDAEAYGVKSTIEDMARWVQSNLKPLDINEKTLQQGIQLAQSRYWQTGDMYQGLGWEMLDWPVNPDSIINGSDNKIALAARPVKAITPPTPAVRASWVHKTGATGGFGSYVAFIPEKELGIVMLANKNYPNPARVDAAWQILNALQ
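AmpC (5.3 nM in the dispensed reagent) in 20 mM phosphate pH 7.0 with 0.01% (detergent screen) or 0.0001% Triton X-100 was preincubated with compounds for 15 min at room temperature. Nitrocefin was then added from an 800 uM solution, and hydrolysis was followed at 480 nm.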
Pf growth 96h = P. falciparum growth inhibition at 96 hours; AID 504834; Potency, µM (doses to about 28.7 µM), without a hit: top-dose activity change, negative = inhibition, actives largely listed as inhibitors; P. falciparum luciferase reporter growth, 96 h; 6.9% of 320,000 active; further: potency means the concentration at half of the fitted maximal effect; on the % scale 0 is the no-effect control and ±100 the full control effect
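96 h incubation, 37 C, 5% CO2, of luciferase-reporter P. falciparum-infected RBCs (2% hematocrit, 0.05% parasitemia final) with test compounds; endpoint luminescence.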
Shiga inhibitor = Shiga toxin inhibition; AID 2315; Vero cells, Shiga toxin protein synthesis inhibition reporter; 9.2% of 290,000 active; inhibition, % at 38.7 µM; in the data active means inhibition mostly above about 28%, no sharp cut-off; inactive means mostly below about 43%; further: 0% is about no effect
LmPK inhibitor = inhibitors of Leishmania mexicana pyruvate kinase. purified LmPK, Kinase-Glo ATP luminescence, 1 h. Potency, µM (doses to about 57.5 µM), without a hit: top-dose activity change, negative = inhibition, usual class: inhibitors. 0.37% of 290,000 active; further: potency means the concentration at half of the fitted maximal effect; on the % scale 0 is the no-effect control and ±100 the full control effect
Target sequence (Q27686 whole entry, looked up): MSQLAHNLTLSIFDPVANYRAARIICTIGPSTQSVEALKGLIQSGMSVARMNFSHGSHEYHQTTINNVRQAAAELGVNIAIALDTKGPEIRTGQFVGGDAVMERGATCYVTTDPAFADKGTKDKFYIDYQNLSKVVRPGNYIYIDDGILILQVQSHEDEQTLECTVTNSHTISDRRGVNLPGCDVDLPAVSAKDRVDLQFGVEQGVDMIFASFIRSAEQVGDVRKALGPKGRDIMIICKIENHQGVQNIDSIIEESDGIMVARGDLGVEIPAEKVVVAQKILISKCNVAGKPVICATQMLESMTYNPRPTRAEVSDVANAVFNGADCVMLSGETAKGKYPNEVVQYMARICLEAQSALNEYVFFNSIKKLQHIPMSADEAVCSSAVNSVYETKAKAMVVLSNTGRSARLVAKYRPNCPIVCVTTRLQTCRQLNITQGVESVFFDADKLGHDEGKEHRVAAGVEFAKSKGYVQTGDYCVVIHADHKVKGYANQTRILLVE
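Screened at intermediate enzyme activity to detect both inhibitors and activators: LmPK at 0.1 nM, with a 0.5 nM enzyme column as activation reference. PEP 0.5 mM, ADP 0.1 mM; ATP detected by luminescence after 1 h.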
An asterisk follows results filed as active; ? = inconclusive; . = no result given; & = joins results of further samples; [ ] = another dose, or the depositor's remark. Unless noted, the call rests on the fitted dose curve; in most records, active means well fitted curve in the direction sought with a large enough effect; inconclusive means small, poorly fitted or top-dose-only effect, or another doubt; inactive means no such curve, though single readings can be large; an effect the other way counts as inactive or inconclusive.

SMILES	TbPYK inhibitor	CHX counter	Pf growth 48h	AmpC no deterg	Pf growth 96h	Shiga inhibitor	LmPK inhibitor
CCOc1ccccc1NC(=O)CSc1nnc2c(CC)c(C)nc(N)n12	-1%	-2	-3%	-7%	.	7	0%
Cc1ccc(S(=O)(=O)NN2C(=O)c3ccccc3NC2c2ccccn2)cc1 (stereo not given)	1%	-6	30%[activator]	-37%	?	34	1%
Cc1cc(C)c(C2=CSC3=NS(=O)(=O)CCN23)c(C)c1	2%	-2	1%	-8%[11.4 µM]	5%	-5	5%
Cc1cccc(-n2c(Cc3cc(=O)[nH]c(=O)[nH]3)nnc2SCC(=O)NCC2CCCO2)c1 (stereo not given)	0%	-2	.	-11%	?	-18	2%
CSc1cccc(NC(=O)CN(c2cc(C)ccc2C)S(C)(=O)=O)c1	7%	-6	-8%	-1%	16%	-12	0%
O=c1[nH]c(=S)[nH]c(O)c1N=Nc1cc(S(=O)(=O)Nc2ccc(Cl)cc2)ccc1Cl	-26%	.	-16%	-16%	?	.	.
CSc1ccc(CN2CCCC(CNC(=O)c3ccc(F)cc3)C2)cc1 (stereo not given)	0%	1	?	-16%	?	-7	-3%
COc1ccc(OC)c(NC(=O)c2cccnc2Sc2cc(C)ccc2C)c1	-11%	-5	10µM*	25%	?	-7	3%
CCC(=O)O[C@@](Cc1ccccc1)(c1ccccc1)[C@@H](C)CN(C)C	-7%[33.2 µM]	.	-4%[12.8 µM]	.	-2%[12.8 µM]	.	.
CCN(CC)CCC(c1ccc(N(C)C)cc1)c1c(OC)cc(OC)c2c(-c3ccccc3)cc(=O)oc12 (stereo not given)	-7%	-10&-5	8.3µM*	187%[activator]	3.7µM*	-19&4	8%
CC(=O)c1cccc(NC(=O)Nc2nc(C)cc(C)n2)c1	5%	0	7%	-24%	?	-8	-7%
COc1ccccc1NS(=O)(=O)c1ccc(C(=O)NCC(c2ccccc2OC)N(C)C)cc1 (stereo not given)	6%	3	-6%	-18%	?	-17	-7%
COc1cccc(-c2sc3ccc(OC)cc3c2C#CCC(C)O)c1 (stereo not given)	-4%	.	?	67%[activator]	?	.	.
Cc1ccc(C2N(c3cc(C)on3)C(=O)C3CCCN32)cc1 (stereo not given)	3%	-1	41%[activator]	-10%	39%[activator]	-4	-1%
COc1ccc(C(=O)COC(=O)c2cc(=O)[nH]c3ccccc23)c(OC)c1	8%	.	30%	-19%	103%[activator]	.	.
CC1CCN(C(=O)COC(=O)Cc2c[nH]c3ccccc23)CC1	-1%	12	?	1%	-15%	20	7%
Cc1cccc(N(Cc2ccccc2)C(=O)c2ccccc2F)c1	-11%	14	?	2%	-25%	41	4%
COc1ccc(NC(=O)CN2CCC(NC(=O)C3CCCCC3)CC2)cc1	2%	-1	12%	-37%	-2%	-5	1%
C=CCNC(=O)c1ccccc1NC(=O)c1ccccc1N(C)S(C)(=O)=O	-2%	8	8%	-18%	-6%	-11	-1%
COC(=O)c1sccc1NC(=O)CC1C(=O)NCCN1C(=O)c1ccc(F)cc1 (stereo not given)	2%	-2	-21%	-1%	0%	-8	-1%
Cc1nn(C)c(C(=O)N/N=C/c2cc3c(cc2Br)OCO3)c1Br	4%	-2	?	-1%	?	-4	0%
O=C(Nc1cccc(Cl)c1)OCCN1CCN(Cc2ccccc2)CCC1=O	0%	12&-1	-21%	127%[activator]	-30%	-15	0%
CC(Oc1ccccc1Cl)C(=O)N(Cc1ccco1)C1CCS(=O)(=O)C1 (stereo not given)	-3%	-12	-9%	-6%	.	-29	-3%
O=C(CNS(=O)(=O)c1cccs1)N1CCN(c2ccccn2)CC1	-8%	-3	-1%	-8%	-12%	-15	-7%
CCOC(=O)CN1C(=O)/C(=C/c2ccc(Cl)cc2)Oc2ccccc21	6%	-3	5%	-14%	?	-11	1%

Single records (already shown). Order of screens: TbPYK inhibitor, CHX counter, Pf growth 48h, AmpC no deterg, Pf growth 96h, Shiga inhibitor, LmPK inhibitor
CC1CCN(C(=O)COC(=O)Cc2c[nH]c3ccccc23)CC1 is listed with -1%, 12, ?, 1%, -15%, 20, 7%
Cc1cccc(-n2c(Cc3cc(=O)[nH]c(=O)[nH]3)nnc2SCC(=O)NCC2CCCO2)c1 (stereo not given) is listed with 0%, -2, ., -11%, ?, -18, 2%

Later entries
SMILES	TbPYK inhibitor	CHX counter	Pf growth 48h	AmpC no deterg	Pf growth 96h	Shiga inhibitor	LmPK inhibitor
COc1ccccc1C(=O)Nc1ccnn1C1CCN(Cc2ncc[nH]2)CC1	0%	12	13%	-13%	?	-4	6%
COC(=O)C1=[N+]([O-])OC(C(=O)OC)C1c1c[nH]c2ccccc12 (stereo not given)	-6%	-2	89%[activator]	-3%	44%[activator]	-16	-3%
CCOc1ccc(-c2ccc(SCC(=O)Nc3nnc(CC)s3)nn2)cc1	-2%	5	256%[activator]	-10%	?	50	-3%
CCCCC(=O)NN(C)c1nc(-c2ccccc2)nnc1C(F)(F)F	-13%	-1	.	-4%	5%	12	-2%
O=C(NCCO)/C(=C/c1cccc([N+](=O)[O-])c1)NC(=O)c1ccco1	2%	-3	?	-11%	24%	-14	-15%
O=C(O/N=C1/CCSc2ccccc21)c1ccccc1	5%	39*	63%[activator]	-40%	?	40*	?
Cc1ccc(CN2CCN(Cc3cccn3-c3ccc(Cl)cn3)CC2CCO)o1 (stereo not given)	8%	-2	?	5%	12µM*	1	-3%
Cc1c(Cl)cccc1N(CC(=O)NC1CCCCC1)S(C)(=O)=O	4%	1	16%	32%	.	-1	-1%
CC(=O)c1ccc(NC(=O)CCNC(=O)c2ccccc2Cl)cc1	6%	-2	-5%	-22%	3%	-8	5%
CCn1c2ccccc2c2nnc(SCC(=O)N3CC(C)OC(C)C3)nc21 (stereo not given)	-9%	3	.	40%	-3%	2	1%
CC(=O)n1nc(-c2ccco2)nc1N	3%	-1	15%	-22%	?	-16	-7%
COC(=O)c1ccc2nc(C)c(C)nc2c1	.	9	14%	-3%	208%[activator]	3	-9%
COc1cc([C@H]2c3[nH]c4ccccc4c3C[C@H]3C(=O)N4[C@@H](c5cc(OC)c(OC)c(OC)c5)c5[nH]c6ccccc6c5C[C@H]4C(=O)N23)cc(OC)c1OC	1%	-4	0.41µM*	25%	0.47µM*	-13	6%
O=C(NNC(=O)C12CC3CC(CC(C3)C1)C2)[C@@H]1C[C@H]1c1ccccc1	-2%	26*	5%	-22%	?	46*	5%
COc1cccc(CC2(CO)CCN(CC3=CC[C@H]4C[C@@H]3C4(C)C)CC2)c1	-3%	-4	22%	-9%	5%	-7	-1%
O=C(CSc1n[nH]c(=O)n1-c1ccccc1)Nc1ccccc1C(F)(F)F	1%	-2	-18%	1%	?	-2	-11%
Cc1cc(NC(=O)CCC(=O)N(Cc2ccco2)C2(C(=O)NC3CCCCC3)CCN(C)CC2)no1	2%	-3	?	-1%	?	-10	1%
O=C(COC(=O)c1ccc2c(c1)OCO2)NCc1ccc(Cl)cc1	-16%	-5	28%	-9%	2%	-15	1%
CCc1nc(SCc2ccc(F)cc2)[nH]c(=O)c1C#N	-1%	-4	12%	-19%	-17%	11	4%
O=C(NCCc1ccc(O)c(O)c1)C1COc2ccccc2O1 (stereo not given)	?	20	?	-43%	-68%	16	3%
COc1cc(OC)c(OC)cc1CNCCSc1nnnn1C	-6%	1	20%	-4%	?	12	-1%
COC(=O)[C@H](Cc1ccccc1)NC(=O)[C@@]1(C)C[C@@H]1[C@@H](NC(=O)OCc1ccccc1)c1ccccc1	-3%	-3	?	42%	?	-14	2%
CCS(=O)(=O)c1ccc2oc(Nc3ccccc3C)nc2c1	-15%	54*	128%[activator]	-21%	.	69*	?
COc1cc(NC(=O)Cc2ccc(OC)c(S(=O)(=O)N3CCOCC3)c2)c(OC)cc1Cl	-5%	-1	?	91%	15µM*	14	-4%
COCCNC(=O)NC(=O)COC(=O)c1cccn1C	0%	0	33%[activator]	1%	0%	18	1%

Structural class: the entries above containing a Cl atom (9)
SMILES	TbPYK inhibitor	CHX counter	Pf growth 48h	AmpC no deterg	Pf growth 96h	Shiga inhibitor	LmPK inhibitor
O=c1[nH]c(=S)[nH]c(O)c1N=Nc1cc(S(=O)(=O)Nc2ccc(Cl)cc2)ccc1Cl	-26%	.	-16%	-16%	?	.	.
O=C(Nc1cccc(Cl)c1)OCCN1CCN(Cc2ccccc2)CCC1=O	0%	12&-1	-21%	127%[activator]	-30%	-15	0%
CC(Oc1ccccc1Cl)C(=O)N(Cc1ccco1)C1CCS(=O)(=O)C1 (stereo not given)	-3%	-12	-9%	-6%	.	-29	-3%
CCOC(=O)CN1C(=O)/C(=C/c2ccc(Cl)cc2)Oc2ccccc21	6%	-3	5%	-14%	?	-11	1%
Cc1ccc(CN2CCN(Cc3cccn3-c3ccc(Cl)cn3)CC2CCO)o1 (stereo not given)	8%	-2	?	5%	12µM*	1	-3%
Cc1c(Cl)cccc1N(CC(=O)NC1CCCCC1)S(C)(=O)=O	4%	1	16%	32%	.	-1	-1%
CC(=O)c1ccc(NC(=O)CCNC(=O)c2ccccc2Cl)cc1	6%	-2	-5%	-22%	3%	-8	5%
O=C(COC(=O)c1ccc2c(c1)OCO2)NCc1ccc(Cl)cc1	-16%	-5	28%	-9%	2%	-15	1%
COc1cc(NC(=O)Cc2ccc(OC)c(S(=O)(=O)N3CCOCC3)c2)c(OC)cc1Cl	-5%	-1	?	91%	15µM*	14	-4%

(cont.)
SMILES	TbPYK inhibitor	CHX counter	Pf growth 48h	AmpC no deterg	Pf growth 96h	Shiga inhibitor	LmPK inhibitor
Cc1cc(OCC(O)CN2CCOCC2)cc(C)c1Cl (stereo not given)	2%	-1	4%	24%	?	.	10%
Cc1nn(CCCC(=O)NCc2ccc(F)cc2)c(C)c1[N+](=O)[O-]	-16%	-5	-7%	8%	389%[activator]	-9	4%
CC(CC(=O)N1CCN(S(=O)(=O)c2ccccc2)CC1)n1cncn1 (stereo not given)	0%	-2	21%	-3%	?	-9	-1%
CCC1(c2ccccc2)NC(=O)N(CC(=O)Nc2cc(S(=O)(=O)N3CCOCC3)ccc2OC(C)C)C1=O (stereo not given)	2%	.	12µM*	85%[activator]	?	.	.
O=C(Nc1ccccc1Cl)Nc1cccc2cccnc12	1%	31*	33%[activator]	-29%	3%	41*	-1%
COc1ccc(NC(=O)c2ccc(OCc3c(C)noc3C)c(OC)c2)cn1	-9%	-2	-22%	-31%	-29%	-13	6%
O=C1C2C3C=CC(C4CC34)C2C(=O)N1/N=C/c1cccs1 (stereo not given)	-10%	51*	-29%	-51%	3%	49*	4%
